MsrA act – bovine MsrA enzyme activators, primary screen, biochemical, absorbance, HTS; 360,000 compounds, 0.3% hits; purified bovine MsrA, absorbance read-out; activation, % at 10.6 µM; in the data active = activation above about 7.5%;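 note: 0% = vehicle and 100% = reference activator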
SKN-1 inh – suppressors of acrylamide-induced Pgst-4::GFP reporter in worms, primary screen, SKN-1 inhibitor project, whole organism, uHTS, GFP/RFP fluorescence ratio, strain VP596; C. elegans VP596 Pgst-4::GFP/RFP ratio, 24 h; inhibition, % at 21.8 µM; 360,000 compounds, 0.49% hits; AID 624304, 2012;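 active = interference check ratio from 0.5 to 1.5 plus GFP to RFP signal ratio inhibition reaching or exceeding a fixed threshold, cut at about 30% in these data, passing the limit was not always enough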; note: some compounds called inactive have numbers as strong as hits
eLon inh – inhibitors of E. coli Lon protease, primary screen, biochemical, fluorescence polarization; purified E. coli Lon protease; P0A9M0; inhibition, % at 7.94 µM; 360,000 compounds, 0.42% hits; in the data active = inhibition above about 13%, passing the limit was not always enough;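 note: 0% = enzyme with probe and DMSO and 100% = no enzyme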
MsrA inhibitor – bovine MsrA enzyme inhibitors, primary screen, biochemical, absorbance, HTS. Methionine sulfoxide reductase A (Bos taurus). purified bovine MsrA, absorbance read-out. inhibition, % at 15.5 µM. 360,000 compounds, 0.75% hits. AID 651718, 2012; in the data active = inhibition above about 4.5%;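 note: 0% = vehicle wells with enzyme and 100% = reference inhibitor wells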
MT1-MMP act inh – blockers of MT1-MMP proenzyme processing, primary screen, HT1080 RFP-PRO-GFP cells, GFP/RFP fluorescence | Matrix metalloproteinase-14 (Homo sapiens), P50281 | GFP/RFP ratio fluorescence, overnight; percent of plate control window, DMSO zero | GFP/RFP ratio change, % at 20 µM | 360,000 compounds, 0.061% hits | AID 651647, 2012;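 active = GFP/RFP ratio change of at least 30% with cell ATP level not reduced by more than half and red fluorescence within 50% of control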; note: strong numbers were not always called active
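Assay system: HT1080 RFP-PRO-GFP cells | Dosing: 20 µM single dose, 1% DMSO | Incubation: Cells overnight before dosing, compound overnight, 37 °C, 5% CO2 | Evaluation: GFP/RFP fluorescence ratio | Control set: DMSO-only wells and HT1080 RFP-L50D-GFP cell wells as references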
CendR NRP1 mod – modulators of CendR peptide binding to NRP-1, primary screen, biochemical, fluorescence polarization, uHTS; Neuropilin-1 (Homo sapiens), O14786; FAM-RPARPAR peptide binding to NRP-1; inhibition, % at 25 µM; 360,000 compounds, 0.85% hits;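 active = inhibition or corrected inhibition above about 18%, plus a signal ratio from 0.5 to 1.5, limit read from the data, passing the limit was not always enough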; note: strong numbers were not always called active
FAS-TE inh – FAS thioesterase domain inhibitors, primary screen, biochemical, fluorescence intensity, uHTS | recombinant FAS-TE, OMFH fluorogenic substrate, fluorescence endpoint | 360,000 compounds, 0.67% hits | inhibition, % at 15 µM | Fatty acid synthase (Homo sapiens), P49327 | AID 602261, 2012;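 active = compounds whose normalised, plate-corrected inhibition of enzyme fluorescence in the single-dose primary screen is 50% or more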;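 note: 0% = DMSO with enzyme and 100% = substrate without enzyme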
Neddylation inh – inhibitors of cullin neddylation, primary screen, biochemical, TR-FRET, uHTS, NAE and Ubc12; NEDD8-conjugating enzyme Ubc12 (Homo sapiens) + NEDD8-activating enzyme E1 regulatory …; calls only at 25 µM; 360,000 compounds, 0.58% hits; AID 651699, 2012; in the data active = inhibition above about 36%
Rin1 Abl inh – inhibitors of Rin1-Abl protein binding, primary screen, biochemical, TR-FRET; 360,000 compounds, 0.4% hits; AID 588664, 2011; Tyrosine-protein kinase ABL1 (Homo sapiens) + Ras and Rab interactor 1 (Homo sapiens), …; inhibition, % at 7.35 µM; in the data active = inhibition above about 5%, passing the limit was not always enough
Target sequence (P00519 whole entry, looked up): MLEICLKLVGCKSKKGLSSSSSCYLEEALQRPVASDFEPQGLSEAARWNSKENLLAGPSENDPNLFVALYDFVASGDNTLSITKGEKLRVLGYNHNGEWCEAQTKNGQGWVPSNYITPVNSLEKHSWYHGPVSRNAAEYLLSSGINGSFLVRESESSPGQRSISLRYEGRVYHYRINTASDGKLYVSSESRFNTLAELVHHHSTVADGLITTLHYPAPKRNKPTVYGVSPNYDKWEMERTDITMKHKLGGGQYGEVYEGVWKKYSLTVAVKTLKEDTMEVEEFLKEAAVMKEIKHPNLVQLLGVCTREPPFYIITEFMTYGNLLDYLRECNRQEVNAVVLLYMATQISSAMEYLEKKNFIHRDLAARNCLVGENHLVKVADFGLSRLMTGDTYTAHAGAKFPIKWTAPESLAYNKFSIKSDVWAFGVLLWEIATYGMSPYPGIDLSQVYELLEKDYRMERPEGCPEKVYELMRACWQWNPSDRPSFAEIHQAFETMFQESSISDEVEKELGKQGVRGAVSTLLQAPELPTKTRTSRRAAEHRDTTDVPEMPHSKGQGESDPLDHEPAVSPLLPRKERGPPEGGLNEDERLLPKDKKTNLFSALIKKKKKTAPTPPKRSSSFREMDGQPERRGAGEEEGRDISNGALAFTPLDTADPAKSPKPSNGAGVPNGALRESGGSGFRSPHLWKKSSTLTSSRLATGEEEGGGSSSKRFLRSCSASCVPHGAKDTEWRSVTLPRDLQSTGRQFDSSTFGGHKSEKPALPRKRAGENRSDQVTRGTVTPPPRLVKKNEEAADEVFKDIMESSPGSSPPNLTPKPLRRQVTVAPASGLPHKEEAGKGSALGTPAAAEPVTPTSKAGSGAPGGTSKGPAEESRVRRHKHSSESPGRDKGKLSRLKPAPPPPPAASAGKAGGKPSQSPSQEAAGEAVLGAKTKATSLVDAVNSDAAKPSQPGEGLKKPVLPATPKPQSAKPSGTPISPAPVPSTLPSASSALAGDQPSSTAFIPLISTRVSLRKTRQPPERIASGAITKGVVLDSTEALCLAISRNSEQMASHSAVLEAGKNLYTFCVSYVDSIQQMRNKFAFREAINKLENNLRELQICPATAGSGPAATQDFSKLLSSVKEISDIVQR
Target sequence (Q13671 whole entry, looked up): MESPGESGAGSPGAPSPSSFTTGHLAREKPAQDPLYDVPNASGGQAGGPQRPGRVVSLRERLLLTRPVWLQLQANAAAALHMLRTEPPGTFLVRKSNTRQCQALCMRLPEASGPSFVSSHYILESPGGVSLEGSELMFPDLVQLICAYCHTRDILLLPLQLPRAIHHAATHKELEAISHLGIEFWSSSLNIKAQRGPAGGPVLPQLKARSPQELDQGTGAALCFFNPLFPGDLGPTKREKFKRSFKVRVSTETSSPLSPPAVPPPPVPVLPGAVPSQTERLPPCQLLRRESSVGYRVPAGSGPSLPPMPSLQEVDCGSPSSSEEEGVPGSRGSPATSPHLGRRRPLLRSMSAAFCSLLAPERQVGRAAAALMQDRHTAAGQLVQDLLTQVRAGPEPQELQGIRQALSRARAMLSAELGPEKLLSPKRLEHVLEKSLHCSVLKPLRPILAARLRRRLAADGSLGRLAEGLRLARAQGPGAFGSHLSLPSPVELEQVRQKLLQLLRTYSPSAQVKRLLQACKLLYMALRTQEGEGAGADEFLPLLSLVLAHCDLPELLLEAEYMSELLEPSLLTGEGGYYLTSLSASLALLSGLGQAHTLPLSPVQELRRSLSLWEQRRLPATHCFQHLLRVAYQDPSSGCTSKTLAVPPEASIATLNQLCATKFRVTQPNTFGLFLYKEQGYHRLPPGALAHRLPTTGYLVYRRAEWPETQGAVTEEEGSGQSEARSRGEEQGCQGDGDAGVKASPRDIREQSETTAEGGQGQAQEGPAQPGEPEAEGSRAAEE
Active calls of the source: *; i = inactive; . = no result given.

SMILES | MsrA act | SKN-1 inh | eLon inh | MsrA inhibitor | MT1-MMP act inh | CendR NRP1 mod | FAS-TE inh | Neddylation inh | Rin1 Abl inh
CC[C@]12c3[nH]c4cc(CCC(=O)N(C)C)ccc4c3CCN1C(=O)[C@@H](CC(=O)NCCN1CCOCC1)C[C@@H]2C(=O)N1CCN(C(=O)c2ccco2)CC1 | -0.3 | 10.7 | -0.9 | -0.5 | 2.6 | -27.2 | -5.5 | i | -4.0
NC(=S)N/N=C/c1ccc(-c2cc(Cl)c(Cl)cc2Cl)o1 | -1.2 | 18.6 | -12.9 | -0.8 | -6.2 | -46.7 | 5.1 | i | -0.6
CC(C(N)=O)N1c2cccc3cccc(c23)S1(=O)=O (configuration not stated) | -1.5 | -7.8 | 0.6 | -0.3 | -7.5 | 21.6 | -2.5 | i | -3.5
CC(C)Cc1nnc(NC(=O)CSc2nc(O)c(Cc3ccccc3)c(=O)[nH]2)s1 | -3.1 | -6.8 | 0.0 | 1.0 | 2.0 | -8.5 | -4.1 | i | -2.5
CCCCn1c(=N)n(CC(=O)O)c2ccccc21 | -4.9 | 4.1 | -10.7 | -1.1 | 1.4 | 11.6 | -5.4 | i | 0.8
O=S(=O)([N-]c1nc2ccccc2nc1-[n+]1ccccc1)c1ccc(Cl)cc1 | -1.3 | 15.1 | 5.0 | 0.5 | -0.1 | 1.1 | 0.9 | i | -2.9
COc1ccccc1CNC(=O)c1ccc(OCC2CCCO2)cc1 (configuration not stated) | -4.0 | -1.2 | -15.3 | 0.1 | 4.5 | 3.4 | -15.5 | i | -0.3
CCC(C(=O)Nc1ccccc1)c1ccccc1 (configuration not stated) | -4.1 | 6.9 | -9.3 | 0.0 | -7.9 | 19.8 | -4.2 | i | -3.1
CCOC(=O)C1CCCN(S(=O)(=O)c2ccc(S(=O)(=O)N3CCCC3)cc2)C1 (configuration not stated) | -2.5 | -3.6 | -6.8 | 0.1 | -2.0 | -3.4 | -2.9 | i | -0.9
CCOc1cc(C#N)ccc1OCC(=O)N1CCN(C(=O)c2cccs2)CC1 | -0.1 | 0.5 | -0.5 | 0.4 | -1.9 | -1.4 | -2.8 | i | 4.8
Cc1cc(NC(=O)CSc2nnc(-c3ccco3)o2)no1 | 0.0 | 5.5 | -5.4 | -0.9 | 2.2 | 8.2 | 3.1 | i | -0.8
CCOc1ccc(NC(=O)C(CC(=O)O)Cc2ccccc2)cc1 (configuration not stated) | 0.5 | -10.8 | 1.7 | 0.5 | -9.8 | -2.7 | -0.1 | i | 5.9
Cc1ccc(C)c(N(CC(=O)NC2CCCCC2)C(=O)CNC(=O)c2ccco2)c1 | -0.7 | 3.0 | 1.1 | 1.8 | -3.1 | 6.6 | 0.2 | i | 3.1
O=C(COC(=O)C1=COCCO1)NC(=O)c1ccc(OC(F)F)cc1 | -1.0 | -3.9 | -11.2 | -0.3 | 1.1 | -5.8 | 1.6 | i | -4.1
CCCCCc1c(O)c2ccccc2[nH]c1=O | -4.4 | 3.1 | -3.1 | -0.2 | -0.6 | 6.9 | -4.4 | i | -1.8
CCC(CC)NC(=O)c1cc(S(=O)(=O)N2CCCCC2)ccc1N1CCOCC1 | -4.7 | -4.4 | -2.1 | 0.5 | 1.1 | -3.0 | -2.4 | i | 2.7
CCCCN(CC)C(=O)c1ccccc1Oc1ccccc1 | -9.9 | 0.7 | -0.2 | 0.2 | -1.9 | -5.8 | -1.6 | i | -1.4
CC1Cc2ccccc2N1S(=O)(=O)c1c(N)n(C)c(=O)n(C)c1=O (configuration not stated) | -1.9 | -1.4 | -6.0 | -1.1 | -0.1 | 0.0 | -5.7 | i | -0.1
CC1CCC(N(C)C(=O)CN2C(=O)NC(c3ccccc3)(c3ccccc3)C2=O)CC1 (configuration not stated) | -2.4 | 27.6 | -7.7 | 1.9 | 2.3 | 5.9 | 6.0 | i | -2.4
COc1cc(OC)cc(C(=O)NC(C(=O)NNC(=O)CN(C)S(=O)(=O)c2ccc(C)cc2)C(C)C)c1 (configuration not stated) | -2.7 | 13.9 | -13.7 | 1.1 | -4.0 | 7.6 | -0.4 | i | 3.2
CCOC(=O)Cn1nc(C)n(-c2ccc(Br)cc2)c1=O | -11.6 | -0.3 | -3.2 | 1.0 | 3.9 | -9.1 | -15.8 | i | 0.8
CSc1ccc(N2CCN(CCCNC(=O)Nc3ccccc3F)CC2)cc1 | -5.2 | -5.0 | -11.1 | 0.3 | -4.6 | -7.0 | -4.4 | i | -2.8
COc1ccc(C2C(C(C)=O)=C(O)C(=O)N2c2ccc(C)cc2)cc1 (configuration not stated) | -2.7 | 15.6 | -0.8 | 0.9 | 2.9 | -3.7 | -5.9 | i | -0.6
CCCCN1C[C@H](C)[C@@H](CC(=O)NC)C1=O | -5.0 | 6.8 | -8.8 | 0.3 | 3.0 | 2.3 | -14.1 | i | 0.9
O=C(CSc1nccc(=O)[nH]1)c1cc2ccccc2o1 | -8.2 | -1.8 | -8.8 | 0.7 | -9.9 | -15.4 | -6.1 | i | -2.1
COc1ccc(Br)c2oc(SC)cc(=O)c12 | -2.0 | 5.5 | -4.7 | 1.2 | -0.9 | -9.1 | -11.7 | i | 0.1
Cc1ccc(SCC(=O)Nc2ccc(F)cc2[N+](=O)[O-])cc1C | -11.7 | 3.2 | 1.6 | 0.2 | -3.5 | 7.6 | 14.7 | i | -1.2
COc1cccc(C(=O)Nc2ccc(S(=O)(=O)Nc3onc(C)c3C)cc2)c1 | 1.6 | -4.0 | 7.5 | -0.3 | 4.9 | 5.0 | -3.4 | i | 0.8
N[C@@H](Cc1ccc(F)cc1)C(=O)O | -1.9 | 14.9 | 1.1 | 0.4 | -0.2 | 7.6 | -3.3 | i | -0.8
Oc1[nH]c2ccc(Br)cc2c1N=Nc1ccc(F)cc1 | -2.6 | 5.0 | 2.6 | 2.9 | -9.6 | 143.8 | -121.2 | i | 0.6
O=C(c1ccccc1N1CCOCC1)N1CCCC(Nc2ccc(F)cc2)C1 (configuration not stated) | -0.9 | 0.7 | -4.4 | -0.4 | 0.5 | -6.6 | -6.5 | i | 1.9
Cc1ccc(/C=C/C(=O)Nc2ccc(N(C)C)cc2)o1 | -4.5 | 0.4 | -8.7 | 3.8 | 6.5 | 0.1 | -5.8 | i | -5.3
O=c1cc(-c2ccccc2)nc2cc(-c3ccc(F)cc3)[nH]n12 | -2.3 | 23.0 | 10.5 | -0.1 | -0.3 | -8.8 | -5.6 | . | 0.9
CC(=O)Nc1ccc(OCC(O)Cn2nc(C)c(C(C)=O)c2C)cc1 (configuration not stated) | -3.1 | 20.9 | -6.2 | -0.8 | 2.3 | 1.3 | -9.9 | i | -0.4
COn1c(SCc2ccc(C)cc2C)nc2ccccc2c1=O | 0.8 | -26.6 | 5.4 | -0.7 | -0.9 | 9.7 | 21.0 | i | 1.7
Cc1ccc(NC(=O)COC(=O)CN2C(=O)c3ccccc3C2=O)cc1 | -3.1 | 14.6 | -1.4 | 2.3 | 3.5 | 12.5 | -6.8 | i | 2.4
CCOC(=O)c1c(NC(=O)CCC(=O)O)sc2c1CCCCC2 | -6.8 | -10.7 | -1.1 | 0.9 | -1.0 | -2.8 | -7.4 | i | -1.6
c1ccc(-c2ccc3c(n2)CCCO3)cc1 | -6.2 | 29.9 | 0.6 | 1.9 | -0.8 | 12.8 | -5.1 | i | 2.1
CCc1c(O)nc(SCC(=O)NC(C)(C)C)n(-c2ccccc2)c1=O | -1.6 | 12.5 | 0.6 | -0.4 | 3.2 | 5.7 | -5.7 | i | 1.9
Cc1ccc(C(=O)O)cc1N1C(=O)CCCC1=O | -3.6 | 14.7 | -3.4 | -2.0 | -2.3 | -16.1 | -4.7 | i | 4.8
O=C(c1ccco1)N1CCN=C1SCc1cccc(Cl)c1 | -7.1 | 0.8 | 6.7 | 0.0 | 3.6 | 9.2 | 5.3 | i | -2.7
CC1CC(C)CN(C(=O)/C=C/c2ccc([N+](=O)[O-])s2)C1 (configuration not stated) | 1.7 | 1.7 | 2.2 | -0.6 | -29.2 | -4.4 | 4.1 | i | 1.5
COc1ccc(N2C(=NC(=O)CCC3CCCC3)SC3CS(=O)(=O)CC32)cc1 (configuration not stated) | -2.5 | 7.8 | 3.5 | -0.4 | -2.4 | -2.8 | 3.8 | i | -0.1
CCOc1ccc(-c2[nH]ncc2Oc2ccccc2OC)c(O)c1 | 1.0 | 9.4 | 3.9 | -0.4 | 0.2 | 11.2 | -213.6 | i | 1.3
CCN(CC)C(=O)Oc1ccc2ccccc2c1Cl | -10.8 | 25.8 | -4.0 | -2.8 | 0.9 | 1.7 | 3.7 | i | 2.0
CC(=O)Nc1ccc2c(c1)nc(CCN1CCN(c3ccccn3)CC1)n2C | -3.0 | 12.1 | 1.7 | -0.3 | 3.6 | 7.0 | -3.8 | i | 0.9
O=c1nccc(N/N=C/c2cccc(O)c2)[nH]1 | -1.4 | 4.3 | 4.5 | 6.8* | 1.3 | -5.0 | -5.7 | i | 1.9
O=C(CN1CCN(CC(=O)Nc2ccc(F)cc2)CC1)NCC1(N2CCOCC2)CCCCC1 | -2.2 | 12.6 | -3.5 | -0.2 | -6.8 | 4.0 | -6.3 | i | 1.2
COCCN(C(=O)CSc1nnc(C)n1-c1ccc(C)cc1)c1c(N)n(Cc2ccccc2)c(=O)[nH]c1=O | -3.6 | -5.9 | -14.7 | 1.0 | 0.8 | -0.6 | -5.7 | i | 1.7
CC(=O)Nc1ccc(OC(=O)c2cc3ccccc3oc2=O)cc1 | 1.8 | -1.5 | 0.9 | 0.8 | -1.0 | 5.3 | -4.5 | i | 2.0
COc1cc(NC(=O)c2cc(Cl)nnc2Cl)cc(OC)c1OC | -0.9 | 9.6 | -0.8 | 0.8 | 3.5 | 10.2 | -3.3 | i | -0.8
C=CCSc1nnc(NC(=O)CSc2nc3ccccc3o2)s1 | -0.6 | 23.0 | 1.8 | 0.1 | 1.5 | 0.8 | 1.4 | i | 1.3
C/C(=N\NC(=O)c1nnn(-c2nonc2N)c1-c1ccc2c(c1)OCO2)c1ccccc1 | -5.8 | -19.1 | 10.3 | 0.4 | -0.5 | 1.2 | -10.5 | i | -0.4

4 compounds already listed, arranged by the value under Rin1 Abl inh, lowest first:
canonical_smiles,Rin1 Abl inh
C/C(=N\NC(=O)c1nnn(-c2nonc2N)c1-c1ccc2c(c1)OCO2)c1ccccc1,-0.4
COc1ccc(N2C(=NC(=O)CCC3CCCC3)SC3CS(=O)(=O)CC32)cc1 (configuration not stated),-0.1
C=CCSc1nnc(NC(=O)CSc2nc3ccccc3o2)s1,1.3
CCN(CC)C(=O)Oc1ccc2ccccc2c1Cl,2.0

High-throughput results as filed in PubChem.
